CHRM1 agonist: agonists of human M1 muscarinic receptor; CHO-K1 hM1, Fluo-8 calcium fluorescence, agonist mode; 0% DMSO, 100% acetylcholine EC100; activation, % at 3 µM; 360,000 compounds, 0.33% hits; AID 588814;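 active = activation above the run's mean compound activation plus 3 SD, cut at about 16% in these data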;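 also: peak over basal fluorescence ratio within a 140 s kinetic read after compound addition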
Target sequence (P11229 whole entry, looked up): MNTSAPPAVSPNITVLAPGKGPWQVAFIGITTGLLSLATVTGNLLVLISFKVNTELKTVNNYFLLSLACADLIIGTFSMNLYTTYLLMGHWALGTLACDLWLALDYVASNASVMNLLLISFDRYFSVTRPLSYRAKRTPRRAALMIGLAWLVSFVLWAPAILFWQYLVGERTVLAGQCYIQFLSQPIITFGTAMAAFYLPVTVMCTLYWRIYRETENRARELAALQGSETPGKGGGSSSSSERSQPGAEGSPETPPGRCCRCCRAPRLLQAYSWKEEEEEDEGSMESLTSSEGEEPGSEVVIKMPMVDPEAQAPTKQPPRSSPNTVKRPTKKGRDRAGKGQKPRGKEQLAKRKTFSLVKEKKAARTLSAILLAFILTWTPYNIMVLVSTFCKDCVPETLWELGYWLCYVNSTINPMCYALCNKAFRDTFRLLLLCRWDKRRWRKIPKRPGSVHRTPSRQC
OXTR potentiate: potentiates the human oxytocin receptor response. P30559. CHO-OTR cells, Fluo-8 calcium fluorescence, potentiator mode; 0% = oxytocin EC15, 100% = EC100. activation, % at 3 µM. 320,000 compounds, 0.061% hits. AID 2445;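 active = activation above that plate's cutoff, the mean activation of tested compounds plus 3 SD, cut at about 6.6% in these data, passing the limit was not always enough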;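 also: 100% uses oxytocin at 75 nM as the full agonist control; some results filed as inactive read as strong as hits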
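Measured by – Fluo-8 calcium dye fluorescence · Test system – human OTR in CHO cells · Dosing – one concentration, 3.0 µM compound · Controls – EC15 oxytocin alone as 0%, 75 nM oxytocin as 100% · Evaluation – normalized max/min fluorescence ratio, % activation · Timing – 6 min pre-incubation, 100 s read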
CHO-K1 Ca ag: nonselective activator or artifact in parental CHO-K1 cells | 360,000 compounds, 0.48% hits | activation, % at 3 µM | AID 602248 | Fluo-8 calcium fluorescence; scaled to maximal ATP response, vehicle zero; in the data active = activation above about 15%;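 also: untransfected CHO-K1 host cells lacking M1 receptor as counterscreen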
CHO-K1 Ca antag: nonselective inhibitor or artifact in parental CHO-K1 cells; ATP-induced calcium, Fluo-8 fluorescence; inhibition, % at 3 µM; 360,000 compounds, 0.6% hits; AID 602250;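 active = inhibition above a per-plate cutoff, the plate's mean sample inhibition plus 3 SD, cut at about 24% in these data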;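 also: 0% = DMSO plus EC80 ATP and 100% = DMSO alone without ATP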
TAAR1 antagonist: antagonists of human TAAR1 | 360,000 compounds, 1.5% hits | Q96RJ0 | inhibition, % at 3 µM | CHO RD-HGA16 TAAR1, Fluo-8 calcium fluorescence, antagonist;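 active = inhibition above a per-plate cutoff, the mean inhibition of test compounds on that plate plus 3 SD, cut at about 49% in these data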;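 also: 0% = DMSO plus EC80 beta-PEA response and 100% = DMSO alone without agonist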
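Test system – hTAAR1-expressing CHO RD-HGA16 cells, Gα16-coupled · Reagent – β-PEA at EC80 concentration, post-compound challenge · Compound dosing – 3 µM, single point · Timing – 140 s kinetic read after compound, 140 s after agonist · Detection – Fluo-8 intracellular calcium dye fluorescence, real-time kinetic reads · Control set – DMSO and EC80 PEA controls · Repeats – n of 1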
V1aR counter: activates human V1a receptor in oxytocin agonist counter-screen | CHO-V1R cells, Fluo-8 calcium fluorescence, agonist mode; 0% DMSO, 100% 3 nM vasopressin | 320,000 compounds, 0.25% hits | P37288 | AID 2797 | activation, % at 3 µM;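 active = activation above the mean activation of all tested compounds plus 3 SD, per screening run, cut at about 20% in these data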;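 also: signal is peak over basal fluorescence ratio across a 100 second FLIPR read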
TAAR1 agonist: human TAAR1 agonism. Q96RJ0. CHO RD-HGA16 TAAR1, Fluo-8 calcium fluorescence; vehicle wells 0%, saturating PEA agonist 100%. activation, % at 3 µM. 360,000 compounds, 0.99% hits;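 active = activation above the mean activation of all test compounds in the run plus 3 SD, cut at about 38% in these data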
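System: CHO-derived RD-HGA16 cells with stable Gα16 and human TAAR1. Times: 17-24 h plating, Fluo-8 75 min 37 °C, 30 min RT. Measured by: calcium-sensitive Fluo-8 signal, excitation 470-495, emission 515-575 nm. Read-out basis: % activation relative to PEA EC100 response. Control set: DMSO and PEA EC100. Repeats: no replicates (n 1).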
CHO parental Ca: counter-screen for OX1R antagonists: effect in parental CHO cells. parental CHO-K1, ATP-induced calcium, Fluo-8 fluorescence. inhibition, % at 5.6 µM. 330,000 compounds, 0.63% hits. AID 463079;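 active = inhibition above that plate's mean sample inhibition plus 3 SD, cut at about 26% in these data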;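 also: 0% = ATP-challenged DMSO wells and 100% = DMSO wells without ATP; some compounds past the cut are filed as inactive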
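material = parental CHO cells | also added = ATP as calcium-mobilizing challenge | dosing = single point at 5.6 µM | detection = intracellular calcium via Fluo-8 no-wash fluorescent dye | read-out = % inhibition | benchmarks = low control ATP plus DMSO, high control DMSO only | repeats = one well per compound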
M1 PAM parental: nonselective activator or artifact in parental CHO-K1 calcium assay; ATP EC20, Fluo-8 calcium fluorescence; 0% at ATP EC20, 100% at ATP max; activation, % at 3 µM; 360,000 compounds, 0.02% hits;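 active = activation above the run cutoff, the mean activation of all test compounds plus 3 SD, cut at about 40% in these data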;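 also: peak over basal fluorescence ratio in a 140 s read after ATP addition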
Active calls of the source: *; . = no result given. An excerpt; the hit share may differ from the screen's.

Every second line gives: CHRM1 agonist, OXTR potentiate, CHO-K1 Ca ag, CHO-K1 Ca antag, TAAR1 antagonist, V1aR counter, TAAR1 agonist, CHO parental Ca, M1 PAM parental
[1] CN1CC=C(c2c[nH]c3ccccc23)CC1
  -8, -4, 0.3, 5, -11, 0.8, 3, 11, -2
[2] Cc1cccc(CC(c2cccc(C)c2)N(C)C)c1 (stereo not drawn)
  0, ., 0.6, -9, 6, ., 0, ., 3
[3] Cn1cc(C(=O)c2ccccc2)c2ccccc21
  -11, -4, -0.8, -10, -9, -2.2, -3, -16, 16
[4] CN1C(=O)C(=Cc2coc3ccccc3c2=O)C(=O)N(C)C1=O
  -1, 0, 0.7, -8, -25, 0.6, 5, -10, 12
[5] Cc1nc2ccccc2c(=O)n1-n1cnnc1
  -4, -6, 9.4, -6, 12, 0.8, 0, -4, 15
[6] CC(C)N1C(=O)/C(=C/C=C/c2ccco2)C(=O)N(Cc2ccco2)C1=O
  0, -17, 1.7, -4, 19, 3.1, 5, -4, 6
[7] CCCCNC(=O)c1c(N)n(Cc2ccc3c(c2)OCO3)c2nc3ccccc3nc12
  3, -3, 0.5, -14, -6, 0.8, -1, -4, 11
[8] CC(C)CC12CN3CCN(CC(C3)C1O)C2 (stereo not drawn)
  -6, -5, -0.1, -11, -8, -0.3, 4, -7, 11
[9] O=C(N/N=C/c1c(O)n(Cc2ccco2)c(=O)[nH]c1=O)c1ccccc1O
  0, -6, 0.1, -4, -10, 0.4, -1, -4, 0
[10] CCC(=O)N1CCN(CCN=Cc2c(O)n(C)c(=O)n(C)c2=O)CC1
  -6, -3, 0.0, -3, 22, 1.0, 9, -12, 11
[11] CCC1=Nc2cc(C(=O)N3CCC4(CC3)OCCO4)ccc2Sc2ccccc21
  -3, -2, 1.4, 7, -3, 2.2, 3, -16, -8
[12] C[C@]12CCC3C(CC[C@H]4C[C@H](O)[C@H](O)C[C@]34C)C1CC[C@@H]2O (stereo partly drawn)
  1, ., 1.8, -16, -17, ., 2, ., 11
[13] CN(C)C(=O)Oc1cccc2c(OC(=O)N(C)C)cccc12
  -2, -12, 0.5, -5, -12, 0.1, 13, -3, 14
[14] O=C1CN=C(c2cccs2)c2c(sc3c2CCCC3)N1
  -2, -3, -0.4, 6, -9, -1.4, 30, -4, -3
[15] Cn1c(O)c(C=NC2CC3CCC2(C)C3(C)C)c(=O)[nH]c1=O (stereo not drawn)
  -1, -10, 0.8, -2, -18, 0.6, 19, -20, 7
[16] CCCCn1c(=O)c(C(=O)Nc2ccccc2)c(O)c2ccccc21
  -1, -1, 2.2, -18, -18, 0.2, 4, -1, 2
[17] COC(=O)C1=C(c2cc3ccccc3s2)C[C@@H]2CC[C@H]1N2C(=O)NCc1ccc(F)cc1
  -12, -20, -1.0, -8, 2, -0.1, 1, -23, -6
[18] Cn1c(NN=O)nc2ccccc21
  -7, -11, 2.1, -1, -14, 0.7, 9, 3, 20
[19] COc1ccc(C(=O)C2CN(C)CC2C(=O)c2ccc(OC)cc2)cc1 (stereo not drawn)
  -5, -14, 0.7, -8, -8, 0.0, 5, -16, 14
[20] CCC(COC(=O)NC)NC(=O)Oc1ccccc1 (stereo not drawn)
  -1, -6, 0.2, 7, -4, -0.3, 12, -14, 6
[21] Cc1ccc(CC(=O)N2CCN(Cc3ccccc3)CC2)cc1
  -11, 4, 1.2, -13, -6, 1.4, 0, -8, 17
[22] Cc1ccsc1C(=O)C1CCCN(Cc2cc(C(C)C)n[nH]2)C1 (stereo not drawn)
  -14, -1, 7.6, -9, -13, 0.3, 2, -24, 24
[23] COC(=O)C1=C(c2ccc(F)cc2F)C[C@@H]2CC[C@H]1N2C(=O)NCc1ccco1
  -14, 0, -0.3, -13, 17, -0.4, -1, -14, 0
[24] Fc1ccc(Cn2nnnc2C(c2ccc(Cl)cc2)N2CC=C(c3ccc(F)cc3)CC2)cc1 (stereo not drawn)
  -11, -7, 0.8, -2, 0, 0.5, 0, -14, 6

3 structures from above, ordered by count of non-hydrogen atoms, lowest first:
Every second line gives: CHRM1 agonist, OXTR potentiate, CHO-K1 Ca ag, CHO-K1 Ca antag, TAAR1 antagonist, V1aR counter, TAAR1 agonist, CHO parental Ca, M1 PAM parental
[13] CN(C)C(=O)Oc1cccc2c(OC(=O)N(C)C)cccc12
  -2, -12, 0.5, -5, -12, 0.1, 13, -3, 14
[21] Cc1ccc(CC(=O)N2CCN(Cc3ccccc3)CC2)cc1
  -11, 4, 1.2, -13, -6, 1.4, 0, -8, 17
[7] CCCCNC(=O)c1c(N)n(Cc2ccc3c(c2)OCO3)c2nc3ccccc3nc12
  3, -3, 0.5, -14, -6, 0.8, -1, -4, 11

Some of the entries so far, with one line to a screen.
13	CN(C)C(=O)Oc1cccc2c(OC(=O)N(C)C)cccc12
14	O=C1CN=C(c2cccs2)c2c(sc3c2CCCC3)N1

| compound no. | 13 | 14 |
| --- | --- | --- |
| CHRM1 agonist | -2 | -2 |
| OXTR potentiate | -12 | -3 |
| CHO-K1 Ca ag | 0.5 | -0.4 |
| CHO-K1 Ca antag | -5 | 6 |
| TAAR1 antagonist | -12 | -9 |
| V1aR counter | 0.1 | -1.4 |
| TAAR1 agonist | 13 | 30 |
| CHO parental Ca | -3 | -4 |
| M1 PAM parental | 14 | -3 |
